# Screening results: PubChem, National Center for Advancing Translational Sciences (NCATS)
# Shiga inhibitor: blocks Shiga toxin action in Vero cells | Vero cells, Shiga toxin protein synthesis inhibition reporter | inhibition, % at 38.7 µM | 290,000 tested, 9.2% active; in the data active = inhibition mostly above about 28%, no sharp cut-off; inactive = mostly below about 43%; note: 0% is about no effect
# CHX counter: counter-screen hit for Shiga toxin inhibitors, cycloheximide. cell reporter, cycloheximide protein synthesis inhibition counterscreen. max response, %. 300,000 tested, 12% active; in the data active = max response mostly above about 13%, no sharp cut-off; inactive = mostly below about 14%; note: read at 38.3 µM for the half of the compounds with a filed dose; 0% is about no effect
# Pf growth 96h: P. falciparum growth inhibition at 96 hour, primary screen for plastid delayed-death inhibitors. P. falciparum luciferase reporter growth, 96 h. AID 504834. Potency, µM (titrated, usually from 28.7 µM), for inactives: at the top dose activity change, negative = inhibition, usual class: inhibitors. 320,000 tested, 6.9% active; note: potency is the fitted concentration of half-maximal effect; % is set by controls: 0 for no effect and ±100 for the full control effect
#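 Luminescence readout: decreased luciferase signal marks inhibited growth of reporter-expressing P. falciparum in infected red cells (2% hematocrit, 0.05% parasitemia final), exposed to compound two generations (96 h, 37 C, 5% CO2).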
# LmPK inh: inhibitors of Leishmania mexicana pyruvate kinase | Q27686 | purified LmPK, Kinase-Glo ATP luminescence, 1 h | Potency, µM (top dose mostly 57.5 µM), inactives show top-dose activity change, negative = inhibition, actives largely listed as inhibitors | 290,000 tested, 0.37% active; note: potency is the fitted concentration of half-maximal effect; % is set by controls: 0 for no effect and ±100 for the full control effect
# Target sequence (Q27686 whole entry, looked up): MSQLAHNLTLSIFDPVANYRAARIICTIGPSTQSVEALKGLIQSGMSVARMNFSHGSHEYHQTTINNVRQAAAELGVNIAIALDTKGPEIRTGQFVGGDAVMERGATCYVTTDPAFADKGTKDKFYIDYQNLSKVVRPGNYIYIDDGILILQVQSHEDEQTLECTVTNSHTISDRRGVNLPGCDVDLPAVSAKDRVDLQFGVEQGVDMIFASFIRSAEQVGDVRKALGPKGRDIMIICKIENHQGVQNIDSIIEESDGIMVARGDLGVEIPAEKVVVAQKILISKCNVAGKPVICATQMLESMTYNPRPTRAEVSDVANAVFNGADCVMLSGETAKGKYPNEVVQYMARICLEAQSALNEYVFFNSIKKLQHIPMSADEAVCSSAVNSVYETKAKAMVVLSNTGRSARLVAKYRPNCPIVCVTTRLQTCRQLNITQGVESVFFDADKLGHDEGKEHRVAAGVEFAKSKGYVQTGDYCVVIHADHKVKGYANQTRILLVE
#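 Pyruvate kinase activity monitored as ATP production (luciferase luminescence). Conditions: 0.1 nM enzyme, 0.5 mM PEP, 0.1 mM ADP, 1 h, RT; normalized against uninhibited and no-enzyme wells.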
# TbPYK inhibitor: blocks Trypanosoma brucei pyruvate kinase. Q57TT1. TbPYK enzyme, Kinase-Glo Plus ATP luminescence, 45 min. Potency, µM (highest dose often 76.8 µM), without a hit: top-dose activity, negative = inhibition, most hits filed as inhibitors. 410,000 tested, 0.12% active. AID 624173; note: potency is the fitted concentration of half-maximal effect; % is set by controls: 0 for no effect and ±100 for the full control effect; nearly all actives have a fitted effect of over 50% in size
#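 Luminescent Kinase-Glo Plus end-point after 45 min room-temperature reaction of T. brucei pyruvate kinase started with 130 uM ADP (final). Buffer TEA 50 mM pH 7.2 with KCl, MgCl2, BSA, Tween-20; titration-based qHTS with fitted concentration-effect curves.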
# AMA1 RON2 block: disrupts binding of P. falciparum AMA1 to RON2; 360,000 tested, 0.2% active; AlphaScreen AMA1-biotinylated RON2 peptide binding; Potency, µM (highest dose often 58.2 µM), without a hit: top-dose activity change, negative = inhibition, most hits filed as inhibitors;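 note: potency is the fitted concentration of half-maximal effect; 0% = vehicle wells and -100% = peptide control; nearly all actives have a fitted effect of over 45% in size; some results filed as inactive show a strong effect at the top dose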
#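 AMA1 (3D7) with his tag at 25 nM final met compounds first, then biotinylated RON2 peptide at 25 nM; detection used donor plus acceptor beads, 10 µg/mL apiece, read by AlphaScreen after 30 min at room temperature.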
# Pf growth 48h: P. falciparum growth inhibition at 48 hours (one generation) | Potency, µM (series often up to 28.7 µM), inactives show at the highest dose activity change, negative = inhibition, hits mostly inhibitors | AID 504832 | 310,000 tested, 5.9% active | P. falciparum luciferase growth in erythrocytes, 48 h; note: potency is the fitted concentration of half-maximal effect; % is set by controls: 0 for no effect and ±100 for the full control effect
#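 Read-out is firefly luciferase luminescence from an integrated reporter in P. falciparum, so falling signal marks reduced parasite growth. Infected erythrocytes were at 2% hematocrit and 0.1% parasitemia (final) in Albumax-supplemented RPMI 1640.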
# The depositor's hits bear a star; ? = inconclusive; · = not tested or not shown; & = joins results of further samples; [ ] = remark or other dose. Unless noted, calls come from the whole dose curve; as a rule, active = well fitted curve in the direction sought with a large enough effect; inconclusive = small, poorly fitted or top-dose-only effect, or another doubt; inactive = no such curve, though single readings can be large; an effect the other way counts as inactive or inconclusive.
nr	mol	Shiga inhibitor	CHX counter	Pf growth 96h	LmPK inh	TbPYK inhibitor	AMA1 RON2 block	Pf growth 48h
1	CCc1cccc(NC(=O)CN(C)S(=O)(=O)c2cccc3cccnc23)c1	-5	-1	0%	2%	-2%&-5%	-11%	-26%
2	CCN1CCN(c2cc(N3CCCC3)c(F)cc2[N+](=O)[O-])CC1	-12	-3	-6%	0%	-2%	?	40%[activator]
3	CCCn1nnnc1SCC(=O)N1CCCC1	-2	6	17%	-3%	?	0%	5%
4	CCOC(=O)c1cc2c(ccn2C)n1CC(=O)N(Cc1ccccc1)c1ccc(F)cc1	-10	-5	53%[activator]	3%	-2%	1%	?
5	COCCn1c(SC)nnc1-c1c[nH]c2ccccc12	24	6	?	2%	2%	3%	·
6	COc1ccc(/C=N/NC(=O)CNC(=O)/C=C/c2ccccc2OC)cc1	-5	-4	-29%	-2%	-2%	4%	-6%
7	COc1cc(C(=O)Nc2c(-c3ccccn3)c(=O)c3ccccc3n2C)cc(OC)c1OC	14	-6	·	4%	·	·	-3%
8	O=C(Nc1cccc(C(=O)O)c1)/C(=C\C=C\c1ccccc1)NC(=O)c1ccccc1	-13	-2	?	-2%	-3%	0%	1%
9	Cc1ccc(/C=C2\SC(=S)N(CCCC(=O)Nc3ccc(O)cc3)C2=O)cc1	39*	18*	6%	-2%	-4%	0%	?
10	O=C(Cn1cnc([N+](=O)[O-])c1)NC1CCCC1	-2	-2	13%	-4%	0%	1%	1%

# Some of the entries above in a different format:
2) CCN1CCN(c2cc(N3CCCC3)c(F)cc2[N+](=O)[O-])CC1
  Shiga inhibitor = -12
  CHX counter = -3
  Pf growth 96h = -6%
  LmPK inh = 0%
  TbPYK inhibitor = -2%
  AMA1 RON2 block = ?
  Pf growth 48h = 40%[activator]
8) O=C(Nc1cccc(C(=O)O)c1)/C(=C\C=C\c1ccccc1)NC(=O)c1ccccc1
  Shiga inhibitor = -13
  CHX counter = -2
  Pf growth 96h = ?
  LmPK inh = -2%
  TbPYK inhibitor = -3%
  AMA1 RON2 block = 0%
  Pf growth 48h = 1%
1) CCc1cccc(NC(=O)CN(C)S(=O)(=O)c2cccc3cccnc23)c1
  Shiga inhibitor = -5
  CHX counter = -1
  Pf growth 96h = 0%
  LmPK inh = 2%
  TbPYK inhibitor = -2%&-5%
  AMA1 RON2 block = -11%
  Pf growth 48h = -26%

# Next section
nr	mol	Shiga inhibitor	CHX counter	Pf growth 96h	LmPK inh	TbPYK inhibitor	AMA1 RON2 block	Pf growth 48h
11	Cc1ccc(S(=O)(=O)N2CCN=C2c2ccccc2)cc1C	-2	-4	-20%	1%	-3%	-12%	?
12	Cn1c(=O)c2nc(-c3ccc(Cl)cc3Cl)oc2c2ccccc21	-4	-2	-13%	0%	-9%	-7%	2%
13	CC1(C)Cc2c(sc(NC(=O)c3ccccc3)c2C(=O)O)CO1	114*	61*	-4%	-6%	-25%	-2%	64%[activator]
14	COc1ccccc1-n1c(SCC(=O)O)nc2c(sc(=S)n2-c2ccccc2C)c1=O	20	-2	3%	0%	2%	1%	4%
15	CCOc1cc2[nH]c(=O)n(CCCC(=O)NCc3ccco3)c(=O)c2cc1OCC	-10	-3	?	-5%	1%	4%	?
16	CCOc1cc(NC(=O)c2ccccn2)c(OCC)cc1NC(=O)c1cccc(C)c1	-8	-9	12µM*	2%	1%	21%	-20%[1.15 µM]
17	Cc1ccccc1C1C(C#N)=C2N=C(N)c3ccccc3N2C2=C1C(=O)CCC2 (centres undefined)	3	-2	?	4%	-1%	10%	?
18	CC(C)N1CCN(c2ccc(OC[C@H]3CO[C@](Cn4cncn4)(c4ccc(Cl)cc4Cl)O3)cc2)CC1	·	·	9.3µM*	·	-10%	-13%	13µM*
19	S=c1[nH]nc(-c2ccc(Cl)cc2)n1CC1CCCO1 (centres undefined)	-16	-8	12%	-19%	10µM*	51%[activator]	·
20	CC1=CC(C)(C)N(C(=O)CSc2ncn[nH]2)c2ccc(C)cc21	6	-3	-11%	-1%	-3%	3%	·
21	CNC(=S)N/N=C/c1c(C)nn(-c2ccccc2)c1Cl	61*	35*	·	0%	6%	27%	4%
22	Cc1cc(=O)[nH]c2c1cnn2C(C)c1ccccc1 (centres undefined)	-6	4	2%	6%	-3%	-4%	?
23	CC1(C)N=C(N)NC(Nc2ccccc2Cl)=N1	6	8	31%[activator]	1%	0%	8%	-34%
24	O=C(Nc1ccccc1Br)C1CC(=O)N(c2ccc3c(c2)OCCO3)C1 (centres undefined)	·	·	?	·	0%	-1%	?
25	Cc1ccc(C(=O)N2CCN(CCNC(=O)C(=O)NCc3ccc(Cl)cc3)CC2)cc1	-4	-6	?	0%	0%	-2%	-8%
26	COc1ccc(OCC(=O)Nc2cccc(NC(=O)COc3ccc(OC)cc3)n2)cc1	11	15	3%	-1%	2%	38%[activator]	?
27	O=C(C(Cl)Cl)N1CCN(Cc2ccc3c(c2)OCO3)CC1	3	1	80%[activator]	-3%	-8%	-4%	28%
28	C=CCn1c(=O)/c(=C\c2ccccn2)s/c1=C(/C#N)C(=O)NCC1CCCO1 (centres undefined)	-20	8	-4%	-5%	9%	42%[activator]	8%
29	CCN(C(=O)COc1ccccc1[N+](=O)[O-])C1CCS(=O)(=O)C1 (centres undefined)	-1	-2	6%	-6%	2%	-9%	17%
30	Cc1nc(C)c(C(=O)Nc2ccc(Oc3ccccc3)cc2)o1	25*	26*	·	-9%	-11%	4%	78%[activator]
31	CC(C)Sc1nc2ccccc2n2cnnc12	-7	12	?	-2%	0%	15%	12%
32	COC(=O)[C@H](Cc1ccccc1)NC(=O)N1Cc2ccccc2C[C@H]1C(=O)OC	-3	-4	2%	2%	-2%	7%	·
33	Cc1ccc(C(=O)Nc2nc(=O)n(C(=O)c3ccccc3C)s2)cc1	8	13	10%	4%	1%	1%	·
34	COc1ccccc1C(=O)O/N=C(\c1ccccc1)c1ccncc1	5	0	?	8%	-2%	-15%	4%
35	O=C(Nc1ccc2c(c1)OCCO2)N1CCN(c2ccc(F)cc2)CC1	35*	38*	6%	0%	-15%	-10%	-8%
36	COc1ccc(C2CC(C(F)(F)F)n3nc(C(=O)O)c(Cl)c3N2)cc1OC (centres undefined)	13	5	-14%	0%	-6%	-5%	·
37	Cc1ccc(-c2nn(CCC(=O)O)cc2/C=C\C(=O)c2ccc(Br)cc2)cc1	-5	16	-4%	3%	4%	0%	?
38	CCOC(=O)c1cccc(NC(=O)CN(c2ccc(C)cc2)S(=O)(=O)c2c(C)noc2C)c1	-5	7	0%	6%	-4%	-5%	8.3µM*
39	COc1ccc(N2C(=O)CC(Sc3nnc(-c4ccccc4)o3)C2=O)cc1 (centres undefined)	12	4	-12%	2%	·	-3%	-6%
40	Nc1nn(S(=O)(=O)c2ccccc2)cc1-c1ccc([N+](=O)[O-])cc1	-12	0	52%[activator]	4%	1%	-8%	?
41	OCCN(CCO)CC(O)COc1ccc2c(c1)OCO2 (centres undefined)	-3	1	52%[activator]	2%	-1%	-6%	16%
42	COc1ccccc1CNC(=O)N1CCN(c2ccccc2C)CC1	22	5	?	-1%	3%	-5%	?
43	O=C(CSc1nnc2ncccn12)N1CCCCCC1	1	1	·	0%	2%	6%	16%
44	CN(C)c1ccc(NC(=O)c2ccc3nsnc3c2)cc1	160*	46*	195%[activator]	1%	-6%	-16%	149%[activator]
45	O=C(NC1CCCC1)C(c1ccc(F)cc1)N(C(=O)Cc1cccs1)c1ccc2c(c1)OCCO2 (centres undefined)	11	-3	11%	2%	-1%	-2%	8%
46	COc1cc(/C=N/NC(=S)Nc2cccc(Cl)c2C)ccc1OCC(=O)N1CC(C)OC(C)C1 (centres undefined)	-2	4	?	-4%	-4%	61%[activator]	9.3µM*
47	COc1cc(C)c(Cl)cc1S(=O)(=O)NCC1CCCO1 (centres undefined)	-2	-3	·	3%	-15%	4%	0%
48	CC(=O)c1cc(-c2ccccc2)n(CCC(=O)NC(C)(C)C)c1C	-6	8	?	-1%	-5%	-15%	-3%
49	CCNC(=O)Nc1nc2ccccc2s1	60*	44*	296%[activator]	-6%	4%	0%	184%[activator]
50	NS(=O)(=O)c1ccc(CCNC(=S)NC2CCCCC2)cc1	-9	-1	25%	7%	1%	4%	0%
51	CCOCCCNC(=O)/C(C#N)=C/c1ccc(C)o1	28	9	0%	-6%	-21%	-13%	287%[activator]
52	CC(NC(=O)c1noc2c1CCCCC2)c1ccccc1 (centres undefined)	45*	33*	?	1%	1%	-10%	39%[activator]
53	O=C(NCc1ccc(Cl)cc1)C1CCC(=O)N(C2CCCCCC2)C1 (centres undefined)	-11	2	39%[activator]	-10%	-7%	0%	-2%
54	Cc1cccn2c(=O)nc(SCC(=O)NCc3ccccc3)nc12	·	·	-9%	·	4%	0%	2%
55	COc1cccc(N2CCN(C(=O)c3ccc(=O)oc3)CC2C)c1 (centres undefined)	9	-6	-23%	16%	-7%	0%	·
56	O=C(Nc1ccc(N2CCOCC2)cc1)Nc1ccc(Cl)c(Cl)c1	40	19*	?	13%	-5%	1%	·
57	COc1ccc(NC(=O)CN2CCN(CC(=O)Nc3ccc(F)cc3)CC2)cc1Cl	-16	-4	-11%	1%	1%	6%	?
58	O=C1N(c2ccccc2)C(c2ccccc2)N2CCCN12 (centres undefined)	-3	-2	?	0%	10%	10%	-16%
59	Nc1c(C(=O)NCC2CCCO2)sc(=S)n1-c1ccccc1 (centres undefined)	-9	-2	-15%	13%	-5%	44%[activator]	·
60	C/C(=N\NC(=O)C1COc2ccccc2O1)c1ccccn1 (centres undefined)	24	16*	2.6µM*	-1%	-3%	-19%	2.6µM*

# Remaining list, next part.
nr	mol	Shiga inhibitor	CHX counter	Pf growth 96h	LmPK inh	TbPYK inhibitor	AMA1 RON2 block	Pf growth 48h
61	Cn1c(O)c(C(=NCCN2CCCCC2)c2ccccc2Cl)c(=O)n(C)c1=O	-6	-2	-22%	-5%	3%	16%	-27%
62	Cc1ccc(NC(=O)COc2ccc(Br)cc2C)cc1	91*	70*	-18%	-3%	5%	-25%	41%[activator]
63	COCCN1C(=O)N[C@@H](c2ccccc2)C(C(C)=O)=C1C	-12	-1	?	2%	0%	-3%	-15%
64	COc1cccc(Cn2cc(/C=N/NC(=O)c3cc(O)cc(O)c3)c3ccccc32)c1	-3	8	-22%	2%	-1%	1%	?
65	COc1ccc(NC(=O)CN2C(=O)CSc3ccc(S(=O)(=O)N4CCCC4)cc32)cc1OC	10	8	-15%	1%	-14%&4%	-6%	?
66	CCn1nc(C)cc1-c1n[nH]c(=S)n1N	-26	-3	·	2%	?	-3%	15%
67	CCCCC(=O)NC1=NC(=O)C(C)(C)S1	13	-2	·	-1%	-1%	19%	22%
68	CC(OC(=O)C1=COCCO1)C(=O)NC(C)c1ccc(Cl)cc1Cl (centres undefined)	·	·	8%	·	5%	9%	11%
69	CC1(C)CC2CC(C)(CN2C(=O)NC(=O)c2ccccc2)C1 (centres undefined)	-3	-2	3%	7%	2%	-1%	-5%
70	COc1ccc(NC(=O)C2CCN(C(=O)C3CC(=O)N(c4ccc(C)cc4)C3)CC2)cc1 (centres undefined)	-5	-3	17%	8%	-5%	-5%	?
71	COc1ccccc1CC(=O)NCc1nn(-c2ccccc2)nc1C	4	1	11%	3%	-2%	1%	-12%
